# From PubChem
# NCI-60 one-dose screen, 48 h, at 10 µM unless noted. Numbers give growth in % (100 = growth as untreated, 0 = no growth, -100 = all killed).
# EKVX – EKVX NSCLC; 71,000 compounds, 3% hits
# CCRF-CEM – CCRF-CEM leukemia; 77,000 compounds, 7% hits; AID 1794778
# HOP-92 – HOP-92 NSCLC cells | 71,000 compounds, 6.3% hits | AID 1794738
# SK-MEL-5 – SK-MEL-5 melanoma; 80,000 compounds, 6.4% hits; AID 1794755
# M14 – M14 melanoma; 80,000 compounds, 6.2% hits; AID 1794745
# A549/ATCC – A549/ATCC NSCLC; AID 1794740; 81,000 compounds, 3.7% hits
# LOX IMVI – LOX IMVI melanoma. 79,000 compounds, 7.4% hits. AID 1794757
# HOP-62 – HOP-62 NSCLC. 80,000 compounds, 3.9% hits. AID 1794735
# * hit, by the source's call; / = not tested or not shown; [ ] = dose if it differs, or a comment. Rule for the calls: active = growth percent below 10; inactive = the rest.
SMILES,EKVX,CCRF-CEM,HOP-92,SK-MEL-5,M14,A549/ATCC,LOX IMVI,HOP-62
COc1cc(OC)c2sc(-c3ccc(-n4cncc4-c4ccc(OC)c(OC)c4)cc3)nc2c1,54.7,53.2,39.4,22.5,67.6,45.6,59.1,83.2
COc1cc2c(c(OC)c1OC)C(=O)CC(c1cccc(NC(=O)c3ccc(Br)cc3)c1)O2 (stereo not drawn),74.3,2.9*,25.7,4.1*,20.0,48.6,43.3,47.2
COc1cccc(C(=O)NNC(=O)c2cccc3ccccc23)c1,106.2,103.7,97.2,106.7,106.6,96.0,98.5,97.7
C=CCc1ccc(OCCOCCCl)c(OC)c1,101.4,91.2,97.3,100.2,105.3,90.4,96.1,94.7
COC(=O)C(C)(C)C1Oc2cc(C)c(Cl)cc2C(=O)/C1=C\O (stereo not drawn),98.9,106.1,94.2,97.7,95.4,84.7,100.1,81.6
CC(=O)N1N=C(c2ccc(Nc3nc(Nc4ccc(F)cc4)nc(Nc4ccc(Cl)cc4)n3)cc2)CC1c1ccc(Cl)cc1 (stereo not drawn),87.3,110.4,64.1,105.4,107.7,92.5,89.8,84.1
O=C1c2ccccc2C(=O)c2c1c(C(=O)C(F)(F)F)n1c2ccc2c3ccccc3ccc21,95.4,99.3,88.5,103.7,112.3,104.3,102.6,107.4
CCOC(=O)c1ccc(NC(=O)Nc2nccs2)cc1,55.5,-0.3*,-7.9*,-67.3*,4.6*,10.6,11.9,20.6
O=C(O)c1cn(C2CC2)c2cc(N3CCN(C(=O)N(c4ccccc4)c4nc(-c5ccc(Br)cc5)cs4)CC3)c(F)cc2c1=O,96.8,51.7,78.8,89.7,93.8,87.4,83.1,89.8
CC(C)c1ccc(-c2nc3ccccc3s2)cc1,92.0,90.2,/,94.0,103.4,112.4,91.8,97.9
CCCCn1c(=O)c(/C=C/C(=O)/C=C/c2ccc(O)c(OC)c2)cc2ccc(Cl)cc21,40.1,2.9*,77.3,3.4*,5.1*,26.4,-51.3*,59.6
CC(=O)OC1CC(C)=C2C(=O)C=C(C)[C@@H]2[C@H]2OC(=O)[C@H](C)[C@H]12 (stereo partly drawn),89.1,91.6,/,97.8,92.5,96.2,89.2,108.1
O=C(Nc1ccc(N2CCNCC2)cn1)c1[nH]ncc1Nc1ncnc2sc3c(c12)CCC3,83.8,-7.3*,37.9,59.7,-60.7*,-51.7*,-79.6*,76.2
COc1ccc(OC)c(C(=O)c2coc3ccc(OC)cc23)c1,/,84.8,/,97.1,97.3,89.5,91.3,99.9
Cc1ccc(-c2[nH]c(=S)[nH]c(=O)c2C#N)s1,107.3,/,122.5,111.2,98.9,102.6,77.0,88.1
COc1cc2c(c(OC)c1)C1c3cc(OC)ccc3NC(=O)N1CC2 (stereo not drawn),91.9,88.2,80.6,82.2,59.4,67.2,89.7,67.6
N#Cc1c(-c2ccc(F)cc2)cc(-c2ccccn2)[nH]c1=O,103.5,101.7,104.2,102.7,98.8,99.4,95.5,109.3
O=[N+]([O-])c1ccc(NN=C2CCCCCC2)c([N+](=O)[O-])c1,78.6,86.0,91.7,93.4,108.6,85.1,89.5,97.3
Cc1ccc(S(=O)(=O)NCC[C@@H]2C[C@H]2c2cc3ccccc3o2)cc1,91.2,94.6,104.7,102.2,93.8,94.3,/,97.1
CSc1nc2ncncc2[nH]1,91.2,97.7,153.1,101.1,90.7,103.2,97.5,82.5
CCOc1ccccc1[C@H]1C(C(=O)c2ccc(Cl)cc2)C2(N[C@@H]1c1ccccc1)C(=O)Nc1ccc(Cl)cc12 (stereo partly drawn),21.5,26.2,3.0*,6.4*,22.5,40.5,13.2,42.6
N#C/C(=C\n1ccc(=O)[nH]c1=S)C(=O)c1ccc2ccccc2c1,97.2,97.4,83.3,101.8,94.6,95.3,89.6,89.5
CCN(CC)CCOc1ccc(Nc2ncc3cc(-c4ccc(O)cc4)c(=O)n(C)c3n2)cc1,74.0,-8.4*,76.6,92.9,57.5,49.0,-11.7*,49.9
Cc1oc(-c2ccccc2)nc1CNCCc1ccccc1,97.0,94.7,61.6,51.7,97.0,98.1,80.7,84.4
COc1ccc(-c2nn(-c3cccc(Cl)c3)cc2-c2c(C#N)c(N)nc3c2-c2ccccc2C3=O)cc1,109.9,103.5,/,111.0,97.0,106.9,103.5,100.5
CC(CCNC(=O)c1ccccc1)(CCNC(=O)c1ccccc1)[N+](=O)[O-],95.7,93.1,98.2,100.6,104.9,91.4,91.3,/
CN(C)c1ccc(N=Nc2ccc(Br)cn2)c(O)c1,14.3,-0.7*,50.3,/,-1.7*,10.3,6.6*,18.5
Cn1c(=O)c2[nH]c(CCl)nc2n(C)c1=O,/,/,93.0,108.2,103.8,105.4,99.3,104.9
Cc1nn2c(-c3nc4ccccc4[nH]3)c(-c3ccc(F)cc3)nc2s1,/,87.5,77.8,99.6,99.8,96.3,97.4,107.3
O=[N+]([O-])c1cccc(-c2nc3sccn3c2-c2ccnc(NCCNS(=O)(=O)c3ccc(C(F)(F)F)cc3)n2)c1,39.5,20.2,44.7,-14.0*,37.8,31.9,30.4,73.0
CC1(C)Oc2cc3oc(=O)ccc3cc2C[C@@H]1OCCNS(C)(=O)=O,101.5,104.4,93.9,108.6,109.9,107.2,103.1,109.2
CN1C(=O)[C@H]2c3c1cccc3[C@@]13NC(=O)O[C@H]1[C@H](CCC3(C)C)C2(C)C,/,94.5,81.9,98.1,108.1,93.7,100.4,96.0
CC(=O)CC(c1cccs1)c1c(-c2ccccc2)[nH]c2ccccc12 (stereo not drawn),72.6,92.6,72.6,95.3,94.5,91.3,81.7,89.5
Cc1c[n+]([O-])ccc1Cl,96.0,95.0,/,105.8,121.6,97.4,96.8,96.5
Cc1cc(-c2ccccc2)n(/N=C(\N)C(Cl)(Cl)Cl)c(=S)n1,100.2,110.7,110.7,101.9,/,112.6,100.4,100.5
CCCCCCCCCCCCCCCC(=O)OC,92.4,99.7,99.0,102.0,96.0,98.2,101.8,92.1
NS(=O)(=O)c1ccc(CCn2c(-c3ccc(Br)cc3)nc(-c3ccccc3)c2-c2ccccc2)cc1,99.0,87.9,92.2,99.0,93.6,108.0,93.5,103.2
CCOc1ccc(C(=O)N2CCN(c3nc(-c4ccccc4)cc(=O)n3C)CC2)cc1,92.9,96.1,85.0,91.0,94.8,81.4,94.0,87.6
COc1ccc(C(=O)Nc2cccc(-c3cc(=O)c4ccccc4o3)c2)cc1,102.0,65.2,120.3,65.3,83.3,87.5,89.7,98.3
Clc1ccc(C2=NN(c3ccccc3)C(c3cccc(Nc4ccnc5cc(Cl)ccc45)c3)C2)cc1 (stereo not drawn),73.3,76.1,79.6,82.1,82.7,67.4,88.7,71.2

# As entered above.
# `NS(=O)(=O)c1ccc(CCn2c(-c3ccc(Br)cc3)nc(-c3ccccc3)c2-c2ccccc2)cc1` | HOP-62 = 103.2
# `Clc1ccc(C2=NN(c3ccccc3)C(c3cccc(Nc4ccnc5cc(Cl)ccc45)c3)C2)cc1` (stereo not drawn) | EKVX = 73.3

# The list goes on.
SMILES,EKVX,CCRF-CEM,HOP-92,SK-MEL-5,M14,A549/ATCC,LOX IMVI,HOP-62
CC(=O)Nc1ccc(C(=O)COc2cccc(/C=C3\CCc4ccccc4C3=O)c2)cc1,80.3,11.6,70.8,64.4,104.1,/,71.5,104.3
CC(=C(c1ccc(OCCCN(C)C)cc1)c1ccc(OCCCN(C)C)cc1)c1ccccc1,-96.1*,-65.9*,-76.4*,-100.0*,-56.9*,-73.1*,-100.0*,-90.5*
O=c1oc2ccc(Br)cc2cc1C1=COc2ccccc2N=C1,97.2,87.2,120.1,101.1,109.2,113.8,88.7,115.9
COc1ccc(/C=N/NC(N)=S)cc1S(=O)(=O)O,99.3,65.8,/,108.0,100.7,88.2,104.0,101.5
CC(=O)CC(C)(C)NC(=S)Nc1cccc2ccccc12,83.0,92.4,/,96.3,101.1,104.3,93.6,93.4
CC(=O)OCCC(OC(C)=O)c1ccccc1 (stereo not drawn),103.6,117.8,/,101.1,99.0,87.9,98.8,93.1
CCOC(OCC)C(=O)N1CCCCC1,/,/,123.7,104.1,112.6,96.4,102.6,112.2
O=C(/C=C/c1ccc(Cl)cc1)c1ccc(O)c(CN2CCN(c3cc4c(cc3F)c(=O)c(C(=O)O)cn4C3CC3)CC2)c1,62.4,43.9,40.8,29.8,52.6,50.0,38.6,49.8
COc1ccc(CN2c3ccccc3Sc3ccccc32)cc1O,36.7,8.3*,50.4,/,14.4,24.2,43.1,36.3
CC(C)(C)n1cc(-c2ccnc(NCCCNS(=O)(=O)c3cccc4ccccc34)c2)c(-c2ccccc2)n1,65.5,39.2,/,64.5,59.3,67.3,29.9,93.0

# In a second layout: entries from further up.
Compound | EKVX | CCRF-CEM | HOP-92 | SK-MEL-5 | M14 | A549/ATCC | LOX IMVI | HOP-62
COc1ccc(C(=O)Nc2cccc(-c3cc(=O)c4ccccc4o3)c2)cc1 | 102.0 | 65.2 | 120.3 | 65.3 | 83.3 | 87.5 | 89.7 | 98.3
Clc1ccc(C2=NN(c3ccccc3)C(c3cccc(Nc4ccnc5cc(Cl)ccc45)c3)C2)cc1 (stereo not drawn) | 73.3 | 76.1 | 79.6 | 82.1 | 82.7 | 67.4 | 88.7 | 71.2
CC(=O)Nc1ccc(C(=O)COc2cccc(/C=C3\CCc4ccccc4C3=O)c2)cc1 | 80.3 | 11.6 | 70.8 | 64.4 | 104.1 | / | 71.5 | 104.3
CC(=C(c1ccc(OCCCN(C)C)cc1)c1ccc(OCCCN(C)C)cc1)c1ccccc1 | -96.1* | -65.9* | -76.4* | -100.0* | -56.9* | -73.1* | -100.0* | -90.5*
O=c1oc2ccc(Br)cc2cc1C1=COc2ccccc2N=C1 | 97.2 | 87.2 | 120.1 | 101.1 | 109.2 | 113.8 | 88.7 | 115.9
COc1ccc(/C=N/NC(N)=S)cc1S(=O)(=O)O | 99.3 | 65.8 | / | 108.0 | 100.7 | 88.2 | 104.0 | 101.5
CC(=O)CC(C)(C)NC(=S)Nc1cccc2ccccc12 | 83.0 | 92.4 | / | 96.3 | 101.1 | 104.3 | 93.6 | 93.4
CC(=O)OCCC(OC(C)=O)c1ccccc1 (stereo not drawn) | 103.6 | 117.8 | / | 101.1 | 99.0 | 87.9 | 98.8 | 93.1
CCOC(OCC)C(=O)N1CCCCC1 | / | / | 123.7 | 104.1 | 112.6 | 96.4 | 102.6 | 112.2
O=C(/C=C/c1ccc(Cl)cc1)c1ccc(O)c(CN2CCN(c3cc4c(cc3F)c(=O)c(C(=O)O)cn4C3CC3)CC2)c1 | 62.4 | 43.9 | 40.8 | 29.8 | 52.6 | 50.0 | 38.6 | 49.8
COc1ccc(CN2c3ccccc3Sc3ccccc32)cc1O | 36.7 | 8.3* | 50.4 | / | 14.4 | 24.2 | 43.1 | 36.3

# The list goes on:
SMILES,EKVX,CCRF-CEM,HOP-92,SK-MEL-5,M14,A549/ATCC,LOX IMVI,HOP-62
Brc1ccc2c(-c3cncn3CCc3ccc4c(c3)OCO4)c[nH]c2c1,73.4,84.4,60.7,80.8,83.2,88.4,88.5,79.9
CCCC(=O)OC/C=C(\C)CCC=C(C)C,/,/,108.1,105.9,101.6,110.4,104.4,108.1
C(=N/N=C(N/N=C/c1cccs1)N/N=C/c1cccs1)/c1cccs1,78.2,43.3,67.5,62.4,73.2,45.2,/,76.3
COc1cccc(OC)c1Oc1c(-c2nc3ccccc3s2)c(C)nn1-c1ccccc1,71.9,62.9,62.2,73.7,72.3,67.4,62.9,70.4
CCCN(CCC)CCC#N,/,/,94.7,100.2,101.1,105.5,99.0,107.3
O=C1NC(=O)C(CCCCCl)N1 (stereo not drawn),97.5,107.0,94.8,112.0,104.0,107.7,96.3,91.5
c1ccc(C2=NC3(CCCCC3)N=C2c2ccccc2)cc1,92.9,/,80.6,103.5,118.5,97.6,96.9,102.6
Brc1ccc2[nH]cc(-c3nc(-c4ccsc4)cs3)c2c1,62.6,/,/,95.3,80.1,84.9,79.2,/
Cc1nssc1=S,96.5,92.2,59.9,107.5,88.2,111.4,89.4,106.9
CCCCCN(CCCCC)C(=O)CCl,114.3,102.7,92.4,96.6,113.8,108.8,93.5,110.3
C[C@H]1O[C@H](O[C@H]2[C@H](O)[C@@H](O)[C@@H](O[C@H]3[C@H](O)[C@@H](O)C(O)O[C@@H]3CO)O[C@@H]2CO)[C@H](O)[C@@H](O)[C@@H]1N[C@H]1C=C(CO)[C@@H](O)[C@H](O)[C@H]1O (stereo partly drawn),105.4,110.2,/,/,114.0,103.0,104.6,125.8
C=CCn1c(C)nc2ccc(Nc3nc(Sc4ccc(N)cc4)nc4ccccc34)cc21,96.5,65.5,61.1,84.1,109.1,89.8,97.0,104.1
CC(=O)CC(=O)SCCNC(C)=O,103.2,100.1,99.1,103.5,104.9,104.0,104.0,102.6
Cn1c(N)c(C(=O)CCc2ccccc2)c(=O)n(C)c1=O,/,92.3,95.2,94.2,95.5,97.9,94.2,100.2
Cc1ccc2cccc(OC(=O)Nc3cc(Cl)c(Cl)cc3Cl)c2n1,93.5[100 µM],43.4[100 µM],82.4[100 µM],89.1[100 µM],80.8[100 µM],82.2[100 µM],54.2[100 µM],82.0[100 µM]
c1ccc(N2CCN(c3nc(-c4cccc5ccccc45)nc4sc5c(c34)CCCCCC5)CC2)cc1,/,88.3,60.6,98.0,91.1,103.3,90.8,98.4
CCCCN[C@H]1CC[C@@]2(C)[C@@H](CC[C@@]3(C)[C@H]2[C@H](O)C[C@H]2/C(=C(\CCC=C(C)C)C(=O)O)[C@@H](OC(C)=O)C[C@@]23C)[C@@H]1C,98.4,93.1,86.2,87.0,99.8,92.9,100.1,112.1
O=C1OC(c2ccccc2)=N/C1=C\c1cccc([N+](=O)[O-])c1,105.0,96.8,/,103.9,103.9,94.1,107.1,114.3
CC(C)CNC(=O)c1ccccc1Cl,87.9,/,87.7,99.8,100.5,101.2,99.0,94.0
c1nc2c3c(n1)ncn3CCS2,/,97.3,85.2,99.8,98.4,101.8,99.8,100.5
CC(=O)N(C(C)=O)c1n[nH]c(Nc2ccccc2)c1C#N,99.0,95.7,102.7,/,113.3,107.9,124.1,129.3
CCOC(=O)C1CCCNC1 (stereo not drawn),/,/,103.7,101.9,113.9,/,107.5,98.0
